Screening results deposited in PubChem BioAssay by National Center for Advancing Translational Sciences (NCATS).
LDHA inh: LDHA (human) enzyme inhibition. AID 1347041. P00338. purified LDHA, NADH/diaphorase-resazurin fluorescence; stronger effect = lower value. activity change, % (values are at about 110 or 230 µM). hit rate 0.15% among 480,000; in the data active means activity change below about -30%; inconclusive means mostly about -25% to -30%;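 further: plate controls were DMSO wells for no effect and wells without enzyme for full effect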
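Human LDH5 at 2 nM final in Tris HCl pH 7.4 with 0.06 mM NADH and 0.2 mM pyruvate, reacted 5 minutes at room temperature. Remaining NADH coupled via diaphorase/resazurin; resorufin fluorescence read at 0 and 20 minutes, normalized to enzyme-free and DMSO wells.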
Anesthetic bind: candidate novel general anesthetic via apoferritin binding; P02791; AID 485281; hit rate 0.074% among 350,000; Potency, µM (top dose mostly 77.5 µM), inactives show at the highest dose activity change, negative = displacement, most hits filed as inhibitors; apoferritin/1-aminoanthracene competitive binding, fluorescence; further: potency means the concentration at half of the fitted maximal effect; on the % scale 0 is the no-effect control and ±100 the full control effect; nearly all actives have a fitted effect of over 20% in size
Target sequence (P02791 2-175 limits assumed): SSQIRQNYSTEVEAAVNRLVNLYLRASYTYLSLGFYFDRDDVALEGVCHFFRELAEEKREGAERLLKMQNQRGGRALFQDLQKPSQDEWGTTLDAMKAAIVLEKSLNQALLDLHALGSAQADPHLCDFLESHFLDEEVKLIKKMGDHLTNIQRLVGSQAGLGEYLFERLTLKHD
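10 uM apoferritin + 50% sat. 1-AMA, PBS; cpd 10 min RT; Ex380/Em535 endpoint; normalized to free probe vs complex; 4-param Hill fit; propofol titration as pos. ctrl.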
Pol iota inh: blocks human DNA polymerase iota activity. Pol iota fluorescent replication assay, 10 min. Potency, µM (highest dose often 115 µM), without a hit: at the highest dose activity, negative = inhibition, hits mostly inhibitors. hit rate 1% among 390,000. AID 588590; further: potency means the concentration at half of the fitted maximal effect
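Fluorescent replication assay read twice, at 0 min and 10 min after adding 50 nM (final) substrate. Enzyme (10 nM) and compounds were first incubated 15 min at room temperature; enzyme-free buffer wells were negative controls.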
Pol beta inh: blocks human DNA polymerase beta activity; Pol beta primer extension/strand displacement, fluorescence kinetic; Potency, µM (top dose mostly 114 µM), for inactives: at the highest dose activity change, negative = inhibition, usual class: inhibitors; hit rate 1.3% among 340,000; AID 485314; further: potency means the concentration at half of the fitted maximal effect; on the % scale 0 is the no-effect control and ±100 the full control effect
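Homogeneous kinetic assay of primer extension and strand displacement by 10 nM Pol beta, preincubated 15 min at room temperature with compound before 50 nM substrate (final) was added. Read at 0 and 10 min; four-parameter Hill fit.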
POLH inh: inhibitors of human DNA polymerase eta; Q9Y253; recombinant Pol eta, fluorescent DNA replication assay; Potency, µM (top dose mostly 114 µM), inactives show top-dose activity change, negative = inhibition, usual class: inhibitors; hit rate 1.2% among 390,000; AID 588591; further: potency means the concentration at half of the fitted maximal effect; on the % scale 0 is the no-effect control and ±100 the full control effect
Target sequence (Q9Y253 whole entry, looked up): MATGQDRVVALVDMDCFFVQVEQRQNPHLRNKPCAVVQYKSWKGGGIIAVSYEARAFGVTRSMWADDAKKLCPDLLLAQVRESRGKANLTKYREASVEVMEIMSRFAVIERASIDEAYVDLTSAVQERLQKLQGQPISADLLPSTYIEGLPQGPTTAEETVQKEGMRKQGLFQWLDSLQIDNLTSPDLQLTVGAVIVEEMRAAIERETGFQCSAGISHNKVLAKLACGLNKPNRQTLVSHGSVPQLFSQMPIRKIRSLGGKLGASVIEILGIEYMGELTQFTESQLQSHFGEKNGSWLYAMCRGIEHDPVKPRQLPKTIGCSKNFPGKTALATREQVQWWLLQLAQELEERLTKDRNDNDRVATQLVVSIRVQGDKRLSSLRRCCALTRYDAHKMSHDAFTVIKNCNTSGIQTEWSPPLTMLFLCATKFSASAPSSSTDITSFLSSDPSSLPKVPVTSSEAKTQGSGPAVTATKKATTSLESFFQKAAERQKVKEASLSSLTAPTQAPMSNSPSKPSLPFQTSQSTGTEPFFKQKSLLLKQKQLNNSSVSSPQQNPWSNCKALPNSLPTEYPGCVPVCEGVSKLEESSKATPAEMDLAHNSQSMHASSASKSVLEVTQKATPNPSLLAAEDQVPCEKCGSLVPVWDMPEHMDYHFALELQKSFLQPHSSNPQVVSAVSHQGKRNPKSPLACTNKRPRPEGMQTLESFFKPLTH
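Pol eta at 10 nM preincubated with compounds 15 min at room temperature; reaction started with fluorescent substrate (50 nM final) and read kinetically at 0 and 10 min.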
POLK inh: DNA polymerase kappa (human) inhibition; Q9UBT6; Potency, µM (titrated, usually from 107 µM), inactives show top-dose activity, negative = inhibition, usual class: inhibitors; purified Pol kappa, fluorescent DNA synthesis assay, 10 min; hit rate 0.53% among 400,000; further: potency means the concentration at half of the fitted maximal effect; on the % scale 0 is the no-effect control and ±100 the full control effect
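First, compounds were pin-transferred onto 10 nM Pol kappa. After 15 min at room temperature, substrate was added to 50 nM final. Fluorescence was then measured kinetically at 0 and 10 min.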
APE1 inh: blocks human APE1 abasic DNA cleavage; hit rate 0.35% among 350,000; Potency, µM (highest dose often 65.8 µM), without a hit: at the top dose activity change, negative = inhibition, actives largely listed as inhibitors; AID 2517; recombinant APE1, TAMRA/BHQ-2 abasic DNA cleavage fluorescence;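 further: potency means the concentration at half of the fitted maximal effect; plate controls were vehicle for no effect and reference inhibitor for full effect; nearly all actives have a fitted effect of over 55% in size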
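Incision of a quenched TAMRA/BHQ-2 THF abasic-site duplex (50 nM) by 0.75 nM APE1, after 15 min compound preincubation, measured as fluorescence increase over three 60 s reads. Values normalized to buffer, DMSO and NSC13755 control wells.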
BLM inh: inhibitors of human Bloom syndrome helicase BLM; Potency, µM (highest dose often 56.1 µM), inactives show at the top dose activity change, negative = inhibition, usual class: inhibitors; hit rate 0.2% among 350,000; recombinant BLM DNA unwinding, fluorescence dequenching; P54132;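 further: potency means the concentration at half of the fitted maximal effect; plate controls were vehicle for no effect and no enzyme for full effect; nearly all actives have a fitted effect of over 35% in size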
Glioma ERSR ind: induces the endoplasmic reticulum stress response in human glioma cells; U87-MG GRP78 promoter luciferase reporter, 16 h; Potency, µM, inactives show at the highest dose activation, hits mostly activators; hit rate 0.02% among 420,000; further: potency means the concentration at half of the fitted maximal effect; series mostly up to about 76 µM; % of control where 0% means no effect; nearly all actives have a fitted effect of over 35% in size
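Stably transfected U87-MG human glioma cells carrying a GRP78-based luminescent sensor were seeded at 1000 cells/well, pin-dosed with compounds and incubated 16 h. Luciferase reagent was then added, and end-point luminescence was read after 10 min at room temperature.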
* marks the source's active call; other numbers are inactive results; ? = inconclusive; / = no result given; & = joins results of further samples; [ ] = remark or other dose. Unless noted, the call rests on the fitted dose curve; in most records, active means well fitted curve in the direction sought with a large enough effect; inconclusive means small, poorly fitted or top-dose-only effect, or another doubt; inactive means no such curve, though single readings can be large; an effect the other way counts as inactive or inconclusive.

SMILES	LDHA inh	Anesthetic bind	Pol iota inh	Pol beta inh	POLH inh	POLK inh	APE1 inh	BLM inh	Glioma ERSR ind
COc1ccc(C(=O)N/N=C/c2ccc(OC)c(COc3c(F)c(F)cc(F)c3F)c2)cc1	-8	8%	45µM*	50µM*	?	-16%	-1%	-21%	-3%
COC(=O)c1sccc1NC(=O)COc1ccc(Cl)cc1	-9	0%	28%	23%	-5%	-3%	-7%	0%	0%
O=C(Nc1ccccc1F)C(c1ccccc1)c1ccccc1	2	/	105%[activator]	/	-13%	-5%	/	/	-1%
CN(C)/C=N/c1nc2ccc3c(c2s1)CCCC3	4	-16%	30%	0%	-8%	-9%[60.1 µM]	-6%	-2%	7%
Cc1ccc2c(COC(=O)C34CC5CC(CC(C5)C3)C4)cc(=O)oc2c1	-2	-6%	-18%	67%	-14%	1%	3%	0%	5%
NC(=O)c1ccsc1NC(=O)C1CCN(S(=O)(=O)c2cccs2)CC1	-13	/	3%	/	-10%	-9%	6%	/	-4%
O=C(CNC(=O)C12CC3CC(CC(C3)C1)C2)OCC(=O)N1CCCCC1	0	/	27%	/	-17%	9%	38%	/	1%
O=C(c1ccc2c(c1)OCO2)N1CCc2ccccc21	-1	-12%	12%	16%	-9%	-1%	49%	-3%	-4%
Cc1ccccc1-n1nc(C(=O)c2cccs2)cc(-c2nc3ccccc3[nH]2)c1=N	1	-16%	2%	-8%	-4%	1%	-1%	-3%	2%
COc1cc(CNC(=O)CCC(=O)N2C[C@H]3C[C@H](C2)c2cccc(=O)n2C3)cc(OC)c1OC	-2	-4%	-10%	56%	-7%	9%	0%	-2%	0%
CN(C)S(=O)(=O)c1ccc(N2CCOCC2)nc1	0	-3%	5%	20%	-12%	-10%	-1%	-4%	-4%
C=C1CCC[C@]2(C)C[C@H]3OC(=O)C(CN4CC(C)OC(C)C4)[C@H]3C[C@@H]12 (some centres not stated)	3	-13%	10%	18%	-7%	17%	8%	-2%	-11%

Some entries already given, reduced to APE1 inh and Glioma ERSR ind.
SMILES,APE1 inh,Glioma ERSR ind
Cc1ccccc1-n1nc(C(=O)c2cccs2)cc(-c2nc3ccccc3[nH]2)c1=N,-1%,2%
COc1cc(CNC(=O)CCC(=O)N2C[C@H]3C[C@H](C2)c2cccc(=O)n2C3)cc(OC)c1OC,0%,0%
CN(C)S(=O)(=O)c1ccc(N2CCOCC2)nc1,-1%,-4%
C=C1CCC[C@]2(C)C[C@H]3OC(=O)C(CN4CC(C)OC(C)C4)[C@H]3C[C@@H]12 (some centres not stated),8%,-11%

Later entries
SMILES	LDHA inh	Anesthetic bind	Pol iota inh	Pol beta inh	POLH inh	POLK inh	APE1 inh	BLM inh	Glioma ERSR ind
CCCCNC(=S)N(C)/N=C/c1ccc(OCC(=O)Nc2ccc(OC)cc2)c(OC)c1	2	59%[activator]	?	-2%	-10%	-8%[60.1 µM]	-5%	-5%	-3%
CC(=O)c1c(C)[nH]c(C(=O)N2CCN(c3ccc(F)cc3)CC2)c1C	1	-9%	9%	11%	-13%	-3%	0%	2%	0%
COc1ccc(/C=C/c2ccc3cccc(O)c3n2)c(OC)c1OC	7	-10%	-19%	19%	-7%	-11%	-19%	-12%	?
CCN(Cc1ccccc1)S(=O)(=O)c1ccc2c(c1)CC(C)N2C(=O)C1CCC1 (configuration not stated)	-3	118%[activator]	-15%	?	-17%	-6%	/	-10%	-2%
O=C(Nc1ccc2c3c(cccc13)CC2)c1ccco1	13	-18%	?	4%	?	?	?	-6%	-6%
Cc1onc(-c2ccccc2)c1NC(=O)N(CCC#N)Cc1cccs1	-7	-3%	-10%	7%	4%	-4%	-1%	-4%	-2%
Cc1sc(NC(=O)Cn2cnnn2)nc1-c1ccc(Cl)cc1	-7	0%	6%	-1%	3%	-10%	-3%	-9%	2%
CCc1ncc(CN2CCCCC2C(=O)Nc2ccc(Oc3ccccc3)nc2)cn1 (configuration not stated)	-9	-9%	-9%	0%	-12%	-13%	43%	-3%	5%
Cc1[nH]nc2c1C(c1cccs1)C1=C(CCCC1=O)N2 (configuration not stated)	-1	-6%	180%[activator]	-12%	-22%	-5%	3%	1%	-1%
CC(=O)Oc1ccc2c(=O)c(N3C(=O)c4ccccc4C3=O)c(C)oc2c1	-4	-8%	1%	7%	-7%	-8%	8%	0%	1%
COc1ccc(Br)cc1/C=C/C(=O)Nc1ccc(C)cc1	-3	1%	82%[activator]	19%	-9%	-5%	-8%	-7%	1%
COc1cccc(N(CC(=O)NC2CC3CCC2C3)S(=O)(=O)c2ccccc2)c1 (configuration not stated)	-5	3%	191%[activator]	16%	-27%	0%	20%	-4%	-5%
N#Cc1ccc[n+](CC(=O)c2ccc(O)c(O)c2)c1	8	/	0.89µM*	/	/	0.89µM*	/	/	-3%
CC(=O)Nc1cccc(-c2cc(C)c3cc4c(cc3n2)OCO4)c1	6	-16%	?	40µM*	8%	-20%	-5%	-8%	10%
O=C(Nc1ccccc1N1CCCCC1)c1cnccn1	-12	?	13%	5%	-1%	-10%	-1%	-4%	-4%
CCn1nnnc1SCC(=O)N1CCc2ccccc21	-2	/	39%[activator]	/	-1%	-13%	/	/	-4%
CCOc1ccc(NC(c2ccccc2)P(=O)(OC)OC)cc1 (configuration not stated)	5	-1%	?	20%	-12%	0%	37%	-7%	-1%
COc1ccc(O)c(CNn2c(-c3ccc(Br)cc3)nc3ccccc3c2=O)c1	-6	-7%	77%[activator]	0%	-9%	-15%	6%	-15%	0%
CN(C)CCCN1c2ccccc2Sc2ccc(Cl)cc21	-7&1&2&-3	-16%	-7%	?	?	?	23%	-11%	-3%&0%&-6%&-4%&-3%&-5%&-3%
CCc1nc2ccccc2n1Cc1ccccc1OC	-4	-21%	13%	4%	-20%	-8%	-1%	-9%	0%
COCCNc1nc(NCc2cccc(Cl)c2)c2cnn(C)c2n1	-1	5%	-3%	2%	/	-8%[60.1 µM]	/	0%	/
CCCCc1cc(=O)oc2c(CN(C)C)c(O)c(Cl)cc12	-11	/	0%	10%	-9%	0%	0%	-6%	-4%
Cc1cc2nnc(SCC(=O)N3CCOCC3)n2c2ccccc12	-2	-3%	97%[activator]	12%	-9%	-2%	12%	4%	-3%
O=C(CSc1ccccc1)NCCSCc1ccccc1	1	-1%	37%[activator]	14%	-7%	-11%	-2%	-1%	-2%

Entries of single compounds, looked up by structure.
CC(=O)Nc1cccc(-c2cc(C)c3cc4c(cc3n2)OCO4)c1 is listed with LDHA inh = 6; Anesthetic bind = -16%; Pol iota inh = ?; Pol beta inh = 40µM*; POLH inh = 8%; POLK inh = -20%; APE1 inh = -5%; BLM inh = -8%; Glioma ERSR ind = 10%
CN(C)CCCN1c2ccccc2Sc2ccc(Cl)cc21 is listed with LDHA inh = -7&1&2&-3; Anesthetic bind = -16%; Pol iota inh = -7%; Pol beta inh = ?; POLH inh = ?; POLK inh = ?; APE1 inh = 23%; BLM inh = -11%; Glioma ERSR ind = -3%&0%&-6%&-4%&-3%&-5%&-3%

Following part
SMILES	LDHA inh	Anesthetic bind	Pol iota inh	Pol beta inh	POLH inh	POLK inh	APE1 inh	BLM inh	Glioma ERSR ind
Cc1ccc(NC(=O)N2CCCC2C(=O)Nc2ccc3c(c2)OCCO3)cc1 (configuration not stated)	-5	4%	-22%	30%	-10%	-8%	-9%	1%	-5%
CSc1ncccc1C(=O)OCC(=O)c1ccc(C)s1	-17	/	58%[activator]	/	-7%	-8%	-4%	/	-1%
C/C=C(\C)CN1CCC(n2nccc2NC(=O)c2ccc(OC)cc2)CC1	-3	-9%	39%[activator]	-23%	-13%	-2%	-2%	0%	-5%
CC(NCCO)C(=O)C12CC3CC(CC(C3)C1)C2 (configuration not stated)	2&2	-17%	9%	4%	15%	-12%	-1%	0%	-4%
CCN1CCC(N(Cc2cccc(OC)c2)C(=O)Nc2cccc(C)c2C)CC1	-7	0%	3%	1%	-14%	-22%	/	2%	-2%
CCN(CC)S(=O)(=O)c1ccc2c(c1)N(CC(=O)Nc1cccc(C)c1C)C(=O)C1CCCN21 (configuration not stated)	3	-3%	-4%	-3%	-14%	-14%	/	-1%	-1%
COc1cccc(C(=O)Nc2ccc(NC(=O)C(C)C)nc2)c1	2	-19%	29%	28%	12%	-5%	0%	-5%	0%
COc1ccc(N2CCN(C(=O)CN(c3ccccc3)S(C)(=O)=O)CC2)cc1	0	-19%	-6%	-27%	-14%	3%	-2%	-3%	-2%

These rows are one share of the data (hit frequency here may not be typical).
